# From PubChem BioAssay
# 12-LOX inh – blocks human arachidonate 12S-lipoxygenase; Potency, µM (titrated, usually from 108 µM), for inactives: top-dose activity change, negative = inhibition, most hits filed as inhibitors; P18054; actives 1.1% (n = 580,000); purified 12hLO, xylenol orange hydroperoxide absorbance; active = well fitted inhibition curve with a large enough effect; inconclusive = small, poorly fitted or top-dose-only effect, or another doubt; inactive = no such curve, though single readings can be large or run the other way
# Target sequence (P18054 whole entry, looked up): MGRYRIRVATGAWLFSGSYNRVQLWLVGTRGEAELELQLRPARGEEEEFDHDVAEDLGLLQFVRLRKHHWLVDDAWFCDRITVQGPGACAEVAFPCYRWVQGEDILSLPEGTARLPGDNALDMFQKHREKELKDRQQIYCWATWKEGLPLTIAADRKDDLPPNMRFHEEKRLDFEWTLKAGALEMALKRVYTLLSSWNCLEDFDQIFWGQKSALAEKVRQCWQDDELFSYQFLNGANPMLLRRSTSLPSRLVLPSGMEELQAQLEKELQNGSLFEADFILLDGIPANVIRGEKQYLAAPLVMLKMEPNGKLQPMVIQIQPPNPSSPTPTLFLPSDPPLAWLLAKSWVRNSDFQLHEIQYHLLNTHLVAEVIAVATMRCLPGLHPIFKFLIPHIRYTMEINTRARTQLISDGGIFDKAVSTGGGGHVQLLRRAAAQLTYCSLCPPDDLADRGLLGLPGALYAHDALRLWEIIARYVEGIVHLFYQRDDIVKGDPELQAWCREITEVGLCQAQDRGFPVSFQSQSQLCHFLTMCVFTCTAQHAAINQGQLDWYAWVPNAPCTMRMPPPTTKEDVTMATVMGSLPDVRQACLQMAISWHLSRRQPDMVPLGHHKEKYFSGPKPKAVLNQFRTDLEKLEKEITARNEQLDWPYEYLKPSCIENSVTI
#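 Purified human 12hLO (150 nM final) in 25 mM Hepes, 0.01% Triton X-100, pH 7.0 was preincubated 15 min at room temperature with compound. Then 40 uM arachidonic acid was added, 30 min. Hydroperoxide was read by Fe-XO absorbance ratio 573/405 nm.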
# * = called active by the depositor; u = inconclusive; [ ] = another dose, or the depositor's remark. % is set by controls: 0 for no effect and ±100 for the full control effect; potency is the fitted concentration of half-maximal effect.
SMILES,12-LOX inh
CC(=O)c1ccc(NC(=O)OC[C@H]2C[C@@H]3CCN2C[C@@H]3c2cc(-c3cccs3)nn2C)cc1,2%
CN1C2CCC1CC(OC(=O)C1CCC(C(=O)OC3CC4CCC(C3)N4C)(c3ccccc3)c3ccccc31)C2 (centres undefined),-2%
COc1ccc(C(=O)N2[C@H]3CC[C@@H]2c2cnc(-c4ccccc4)nc2C3)c(OC)c1,27%
COCCNC(=O)[C@H]1CN2CCC1C[C@@H]2Cn1cc(-c2cccc(N)c2)nn1 (some centres undefined),161%[activator][176 µM]
Cc1cc(CN2CCC3(CC(C(C)C)=NO3)C2)no1 (centres undefined),0%[12.5 µM]
COCCC(=O)N1CCC2(CC1)C(=O)Nc1cc(Oc3cccc(N(C)C)c3)c(OC)cc12,u
COc1cc2c(cc1Oc1ccccc1)NC(=O)C21CCN(CCC(C)C)CC1,2%[176 µM]
O=C(CN1CCCC1=O)NCc1ccc(F)c(Cl)c1,28%
Cc1ccccc1S(=O)(=O)N1[C@H]2CC[C@@H]1c1cnc(-c3ccccc3)nc1C2,1%
CC(C)(O)c1cn(C[C@H]2C[C@@H]3CCN2C[C@@H]3C(=O)NCc2ccc(F)cc2)nn1,1%[176 µM]
COCCC(=O)Nc1ccc2n(c1=O)C[C@H]1C[C@@H]2CN(CCCc2ccccc2)C1,21%[176 µM]
CC[C@H]1CN2CC[C@H]1C[C@@H]2CNC(=O)c1ccc(F)c(Cl)c1,7%[176 µM]
CSc1nccc(N2CCC3(CCCN(CC4CC4)C3)C2)n1 (centres undefined),6%
CC[C@H]1CN2CC[C@H]1C[C@@H]2CNC(=O)c1ccc(C(F)(F)F)cc1,43%[activator][176 µM]
O=C(Cc1ccccc1)N1[C@H]2CC[C@@H]1c1cnc(-c3ccc(F)cc3)nc1C2,-12%
COc1cccc(CC(=O)N2CC3(CCN(C(C)=O)CC3)c3cc(OC)c(CCc4ccccc4)cc32)c1,u
Cc1nc(-c2ccccc2Br)cc([C@H]2CN3CC[C@H]2C[C@@H]3CNC(=O)c2cccs2)n1,35µM*
COc1ccc(/C=C/C(=O)N2CC3C[C@@H](C2)Cn2c3cccc2=O)cc1OC,13%
Cc1cccc(CC(=O)N2CC(N(Cc3ccccc3)C3CCOCC3)C2)c1,0%
Cc1ccccc1-c1ccc2n(c1=O)C[C@H]1C[C@@H]2CN(C(=O)Nc2cccc(F)c2)C1,34%[176 µM]
O=C(O)c1cn(Cc2ccccc2F)nn1,u
O=C1Nc2ccccc2CN(Cc2ccncc2)C12CCNCC2,u
C=C[C@H]1CN2CC[C@H]1C[C@@H]2CNS(=O)(=O)c1ccc(OC)cc1,19%[176 µM]
O=c1ccc(-c2cccs2)c2n1C[C@H]1C[C@@H]2CN(S(=O)(=O)c2ccccc2)C1,u
COc1ccc(-c2cc([C@H]3CN4CC[C@H]3C[C@@H]4CNC(=O)c3cccs3)n(C)n2)cc1OC,51%

# Part of the list above, with each value named.
O=C(Cc1ccccc1)N1[C@H]2CC[C@@H]1c1cnc(-c3ccc(F)cc3)nc1C2
  12-LOX inh = -12%
COc1cccc(CC(=O)N2CC3(CCN(C(C)=O)CC3)c3cc(OC)c(CCc4ccccc4)cc32)c1
  12-LOX inh = u
Cc1nc(-c2ccccc2Br)cc([C@H]2CN3CC[C@H]2C[C@@H]3CNC(=O)c2cccs2)n1
  12-LOX inh = 35µM*
COc1ccc(/C=C/C(=O)N2CC3C[C@@H](C2)Cn2c3cccc2=O)cc1OC
  12-LOX inh = 13%

# The list continues.
SMILES,12-LOX inh
CC(C(O)c1ccccc1)N(C)C/C=C/c1ccccc1 (centres undefined),-11%[22.9 µM]
Cn1cc(CN2CCN3C(=O)N(c4ccccn4)C[C@H]3C2)cn1,-2%[176 µM]
COc1cccc(CC(=O)N2CCC3(CC2)NCc2ccccc2-n2ccnc23)c1,8%
N#CC1(c2ccccc2)CCN(C(=O)c2cccc(-n3cnnc3)c2)CC1,13%
CC(=O)Nc1ccc(S(=O)(=O)NC[C@H]2C[C@@H]3CCN2C[C@@H]3c2cc(-c3ccccc3)nn2C)cc1,7%
C[C@H]1CNCCN1c1ccc(N2CC[C@@H](O)C2)c(C#N)c1,u
CC(C)NC(=O)NC[C@H]1C[C@@H]2CCN1C[C@@H]2CN1CCN(c2ccccn2)CC1,37%[activator][176 µM]
Cc1nc(-c2ccccc2Br)cc([C@H]2CN3CC[C@H]2C[C@@H]3CNC(=O)Nc2ccccc2)n1,11µM*
CN1CCC2=C[C@@H](O)[C@@H]3OC(=O)c4cc5c(cc4C3C21)OCO5 (some centres undefined),1%
Cc1cc(CN2CC3ON=C(C(=O)O)C3C2)cc(C)n1 (centres undefined),5%[12.5 µM]
COc1ccccc1CC(=O)N1CC2(CCN(C)CC2)c2cc(OC)c(OCc3ccccc3)cc21,u
COc1ccc2c(c1)C1(CCN(C(=O)c3ccccc3C)C1)C(=O)N2 (centres undefined),12%
CCn1cc(CN2CCN(C(=O)Cc3cccs3)CC2)ccc1=O,u
COc1ccc(-c2cc([C@H]3CN4CC[C@H]3C[C@@H]4CNC(=O)c3ccc4c(c3)OCO4)n(C)n2)cc1,11%
CN1C[C@H]2CN(Cc3cnn(C)c3)CCN2C1=O,9%[176 µM]
O=C(c1ccc(F)cc1)N1CCC(C(=O)O)(c2ccccc2)CC1,9%[6.33 µM]
Cc1ncc2c(n1)C[C@@H]1CC[C@H]2N1C(=O)c1cccs1,58%[activator]
COc1cc2c(cc1Oc1cccc(N(C)C)c1)NC(=O)C21CCN(Cc2cccc(O)c2)CC1,u
O=C1CO[C@H]2CN(Cc3cccnc3)C[C@H]2N1c1ccccc1,-18%[176 µM]
CCN1Cc2ccccc2NC(=O)C12CCNC2 (centres undefined),u
Cc1nc(-c2cccs2)cc([C@H]2CN3CC[C@H]2C[C@@H]3CNC(=O)C2CC2)n1,4%[176 µM]
CN(C)CCCC(=O)N1C2CCC1CN(Cc1cccnc1)C2,-23%[6.33 µM]
COc1ccc(N2CC3CCC(C2)N3CC(F)(F)F)cn1,0%[6.33 µM]
COc1ccccc1-c1cc([C@H]2CN3CC[C@H]2C[C@@H]3COC(=O)Nc2cccc(C(C)=O)c2)nc(C)n1,34%[activator]
Nc1ccnc(N2CC[C@H]3N(CC(=O)O)CCC[C@]3(C(=O)O)C2)n1,27%
# New compounds follow:
SMILES,12-LOX inh
COc1cccc(C(=O)N2CCC3(CC2)c2nccn2-c2ccccc2CN3C)c1OC,42%[activator]
C=CCN1CC[C@]23CCCC[C@H]2[C@H]1Cc1ccc(O)cc13,-20%[22.9 µM]
Cn1nc(-c2cccs2)cc1[C@H]1CN2CC[C@H]1C[C@@H]2COC(=O)Nc1cccc(C(F)(F)F)c1,u
Cn1nc(-c2ccc3ccccc3c2)cc1[C@H]1CN2CC[C@H]1C[C@@H]2COC(=O)Nc1ccccc1,u
COc1ccc(CC(=O)N2CCC3(CC2)c2nccn2-c2ccccc2CN3C)cc1,16%
Cc1ccccc1C(=O)NCCN1CCC2(CC1)C(=O)NCN2c1ccccc1,-13%
COc1cc2c(cc1OC1CCCC1)NC(=O)C21CCN(c2nccs2)CC1,1%[176 µM]
COc1ccc(-c2cc([C@H]3CN4CC[C@H]3C[C@@H]4CNC(=O)CSCC(=O)O)nc(C)n2)cc1OC,89%[activator]
CN1C(=O)[C@H]2CN(Cc3cccnc3)C[C@H]2C1=O,13%
COc1ccc(-c2cc([C@H]3CN4CC[C@H]3C[C@@H]4CNC(=O)C3CCCCC3)n(C)n2)cc1OC,73%[activator]
Cc1ccsc1C(=O)N1CCC2(CC1)NCc1ccccc1-n1ccnc12,2%
CC(C)(CC(=O)O)CC(=O)N1C[C@@H]2C[C@H](C1)c1c(-c3cccs3)ccc(=O)n1C2,-6%[176 µM]
COCCOCC(=O)N1CCC2(CC1)c1nccn1-c1ccccc1CN2CC(C)C,81%[activator]
CN(C)CC(=O)Nc1ccc2n(c1=O)C[C@H]1C[C@@H]2CN(S(=O)(=O)c2ccccc2)C1,89%[activator][176 µM]
CC(=O)c1ccc(NC(=O)NC[C@H]2C[C@@H]3CCN2C[C@@H]3CN2CCC(Cc3ccccc3)CC2)cc1,10%
O=C1NC2(CCN(Cc3cccnc3)C2)OCc2ccccc21 (centres undefined),50%[activator][176 µM]
CCCS(=O)(=O)NC[C@H]1C[C@@H]2CCN1C[C@@H]2CC,56%[activator][176 µM]
COc1cc2c(cc1Oc1ccccc1)NC(=O)C21CCN(c2nccs2)CC1,u
COc1ccc(-c2cn(C[C@H]3CC4CCN3C[C@@H]4C(=O)NCc3ccc(F)cc3)nn2)cc1 (some centres undefined),-1%
CCC(CC)c1cc([C@H]2CN3CC[C@H]2C[C@@H]3CNC(=O)Nc2ccc(OC)cc2)nc(-c2ccncc2)n1,1%
C=C[C@H]1CN2CC[C@H]1C[C@@H]2CNC(=O)COc1ccccc1,75%[activator][176 µM]
COc1ccc(CC(=O)N2Cc3ccccc3CC3(CCCCN3C)C2)cc1 (centres undefined),u
O=C1CS(=O)C2(CCNCC2)N1c1ccccc1 (centres undefined),62%[activator]
CN(C)c1ccc(C(=O)N2CCC3(CC2)c2nccn2-c2ccccc2CN3C)cc1,36%[activator]
COc1cc2c(cc1OCc1ccc(Cl)cc1)N(Cc1ccccc1)CC21CCN(C(C)=O)CC1,32µM*
# Continued:
SMILES,12-LOX inh
CCN1CCCNCC12CCOCC2,u
CC(C)NC(=O)N1C[C@@H]2C[C@H](C1)c1ccc(-c3cccc(C(F)(F)F)c3)c(=O)n1C2,u
CCN1CCN(C(=O)Cc2cccn2-c2ccc(F)cc2)CC1,7%
CCCn1cc(C(=O)NC(C(=O)O)c2ccccc2C(F)(F)F)c(C)n1 (centres undefined),-4%
CNc1ccnc(N2C[C@H]3CN(CCOC)C[C@@]3(C(=O)O)C2)n1,5%
COc1ccc(S(=O)(=O)NC[C@H]2C[C@@H]3CCN2C[C@@H]3CN2CCOCC2)cc1,4%[176 µM]
Cc1ncc2c(n1)C[C@@H]1CC[C@H]2N1C(=O)C1CCCCC1,2%
CCc1nnc2ccc(N3CCN(C)CC3)nn12,39%[activator]
COCCNC(=O)[C@H]1CN2CC[C@H]1C[C@@H]2Cn1cc(CN(C)C)nn1,71%[activator][176 µM]
O=C(O)CN1CCC[C@]2(C(=O)O)CN(Cc3ccncc3)CC[C@@H]12,45%[activator]
CC(C)(C)c1ccc(-c2cn(C[C@H]3CC4CCN3C[C@@H]4C(=O)Nc3ccccc3)nn2)cc1 (some centres undefined),5%
CCCNC(=O)OC[C@H]1C[C@@H]2CCN1C[C@@H]2c1cc(-c2ccccc2OC)nn1C,u
Cc1cccc(CC(=O)N2CCN(Cc3ccc(=O)n(C)c3)CC2)c1,30%

# Given with tabs: 4 of the compounds above
mol	12-LOX inh
CCc1nnc2ccc(N3CCN(C)CC3)nn12	39%[activator]
CCN1CCN(C(=O)Cc2cccn2-c2ccc(F)cc2)CC1	7%
Cc1cccc(CC(=O)N2CCN(Cc3ccc(=O)n(C)c3)CC2)c1	30%
Cc1ncc2c(n1)C[C@@H]1CC[C@H]2N1C(=O)C1CCCCC1	2%

# Some of the compounds tested; count on the stated rates, not on these rows.
